TcdB GH inh = TcdB glycohydrolase inhibitors, primary screen, biochemical, single point, plate reader. inhibition, % at 9.99 µM. TcdB glycohydrolase enzymatic assay. 350,000 tested, 0.24% active. AID 652162, 2013; in the data active means inhibition above about 10%
Target sequence (P18177 whole entry, looked up): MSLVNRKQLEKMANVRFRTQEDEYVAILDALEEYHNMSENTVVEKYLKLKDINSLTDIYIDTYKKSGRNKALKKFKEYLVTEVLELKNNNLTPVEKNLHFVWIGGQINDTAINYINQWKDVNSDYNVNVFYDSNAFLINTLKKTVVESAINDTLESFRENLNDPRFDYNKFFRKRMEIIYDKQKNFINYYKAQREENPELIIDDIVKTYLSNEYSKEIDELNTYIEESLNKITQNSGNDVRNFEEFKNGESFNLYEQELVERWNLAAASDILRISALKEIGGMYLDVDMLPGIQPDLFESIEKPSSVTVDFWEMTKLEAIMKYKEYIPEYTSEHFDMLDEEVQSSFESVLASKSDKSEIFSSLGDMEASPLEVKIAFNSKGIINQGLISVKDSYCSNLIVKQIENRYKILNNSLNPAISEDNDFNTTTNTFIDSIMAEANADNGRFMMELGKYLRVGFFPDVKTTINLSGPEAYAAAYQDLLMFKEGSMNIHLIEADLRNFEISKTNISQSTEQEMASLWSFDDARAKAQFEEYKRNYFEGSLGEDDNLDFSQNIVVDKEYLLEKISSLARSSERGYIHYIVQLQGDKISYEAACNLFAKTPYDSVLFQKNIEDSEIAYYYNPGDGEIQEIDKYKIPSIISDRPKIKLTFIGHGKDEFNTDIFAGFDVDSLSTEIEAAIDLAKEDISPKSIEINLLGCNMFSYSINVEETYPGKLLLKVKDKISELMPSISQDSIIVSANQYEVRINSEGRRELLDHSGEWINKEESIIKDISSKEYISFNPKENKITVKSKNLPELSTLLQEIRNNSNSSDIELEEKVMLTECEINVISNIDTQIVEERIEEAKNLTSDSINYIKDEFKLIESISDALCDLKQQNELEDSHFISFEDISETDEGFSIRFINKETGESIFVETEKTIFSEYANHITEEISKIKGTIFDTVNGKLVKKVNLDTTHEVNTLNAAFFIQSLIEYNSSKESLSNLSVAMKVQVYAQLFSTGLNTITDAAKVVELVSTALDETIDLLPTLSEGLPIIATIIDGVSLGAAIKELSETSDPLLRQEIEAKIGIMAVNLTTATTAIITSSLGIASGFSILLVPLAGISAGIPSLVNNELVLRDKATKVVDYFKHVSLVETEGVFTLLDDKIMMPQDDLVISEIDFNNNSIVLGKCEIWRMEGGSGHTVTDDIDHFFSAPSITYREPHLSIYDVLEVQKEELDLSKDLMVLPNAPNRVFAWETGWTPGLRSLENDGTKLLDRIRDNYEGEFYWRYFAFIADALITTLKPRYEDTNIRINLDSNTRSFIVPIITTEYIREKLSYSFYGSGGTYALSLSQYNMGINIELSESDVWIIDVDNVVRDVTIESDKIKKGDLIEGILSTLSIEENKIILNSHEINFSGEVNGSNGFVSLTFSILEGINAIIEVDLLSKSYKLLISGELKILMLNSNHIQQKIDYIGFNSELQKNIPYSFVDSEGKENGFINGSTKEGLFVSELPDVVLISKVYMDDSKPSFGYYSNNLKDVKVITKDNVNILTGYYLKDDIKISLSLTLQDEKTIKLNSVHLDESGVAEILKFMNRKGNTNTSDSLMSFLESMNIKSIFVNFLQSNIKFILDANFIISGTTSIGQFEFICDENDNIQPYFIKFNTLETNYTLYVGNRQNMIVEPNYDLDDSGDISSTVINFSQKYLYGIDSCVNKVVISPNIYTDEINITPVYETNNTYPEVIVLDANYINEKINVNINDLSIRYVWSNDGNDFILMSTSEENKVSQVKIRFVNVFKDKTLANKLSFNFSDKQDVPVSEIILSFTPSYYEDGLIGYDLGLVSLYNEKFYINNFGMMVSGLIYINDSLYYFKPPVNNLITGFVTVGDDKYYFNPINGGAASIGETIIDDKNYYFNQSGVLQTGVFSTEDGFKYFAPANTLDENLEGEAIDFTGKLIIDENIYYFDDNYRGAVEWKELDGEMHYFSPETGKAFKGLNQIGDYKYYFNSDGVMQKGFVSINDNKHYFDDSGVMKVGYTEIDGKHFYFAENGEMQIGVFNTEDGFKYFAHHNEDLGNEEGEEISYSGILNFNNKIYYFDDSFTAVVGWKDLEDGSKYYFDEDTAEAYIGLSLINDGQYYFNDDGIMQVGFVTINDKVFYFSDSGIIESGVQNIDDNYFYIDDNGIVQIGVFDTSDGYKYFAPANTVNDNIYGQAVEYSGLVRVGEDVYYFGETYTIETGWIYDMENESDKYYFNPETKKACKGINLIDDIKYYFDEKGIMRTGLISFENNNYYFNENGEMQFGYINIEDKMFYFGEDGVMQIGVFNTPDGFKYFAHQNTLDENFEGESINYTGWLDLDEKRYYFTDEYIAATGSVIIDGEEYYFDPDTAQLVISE
* = called active by the depositor. These rows are one share of the data; count on the stated rates, not on these rows.

SMILES	TcdB GH inh
C[C@@H]1CN([C@@H](C)CO)C(=O)c2cc(NS(C)(=O)=O)ccc2O[C@@H](C)CCCCO[C@@H]1CN(C)C(=O)Cc1ccccc1	0.3
CO[C@@H]1CN(C)C(=O)c2cc(NC(=O)C3CCCCC3)ccc2OC[C@@H](C)N(Cc2cccnc2)C[C@H]1C	-0.3
C[C@@H]1CN([C@H](C)CO)S(=O)(=O)c2ccc(C#CC3CC3)cc2O[C@H]1CN(C)C(=O)C1CCC1	1.0
C[C@@H]1CN([C@@H](C)CO)C(=O)c2ccccc2-c2ccccc2CO[C@H]1CN(C)Cc1ccccc1C(F)(F)F	0.1
O=C(c1ccccn1)N1CC[C@@H]2[C@@H](CO)Nc3ccc(Br)cc3[C@@H]21	-0.3
C[C@@H]1CN([C@H](C)CO)C(=O)c2cc(NS(=O)(=O)c3cn(C)cn3)ccc2O[C@@H]1CN(C)Cc1ccccc1	-0.8
CC(C)NC(=O)N(C)C[C@@H]1Oc2ncc(C#CCc3ccccc3)cc2C(=O)N([C@@H](C)CO)C[C@H]1C	-0.8
N#C[C@H]1[C@@H](c2ccc(C3=CCCCC3)cc2)[C@@H](CO)N1C(=O)Cc1ccncc1	-3.5
O=C(C[C@H]1CC[C@@H](NC(=O)c2ccc(F)cc2)[C@@H](CO)O1)NCCc1ccccc1	0.2
Cc1noc(C)c1S(=O)(=O)Nc1ccc2c(c1)C(=O)N([C@@H](C)CO)C[C@H](C)[C@@H](CN(C)C(=O)Nc1ccc(F)cc1)OCCCC[C@H](C)O2	1.3
C[C@@H]1CN([C@H](C)CO)S(=O)(=O)c2ccc(-c3cncnc3)cc2O[C@H]1CN(C)C(=O)Cc1ccccc1	-1.4
CO[C@@H]1CN(C)C(=O)c2ccc(NC(=O)C3CCC3)cc2OC[C@@H](C)N(Cc2ccc(F)cc2)C[C@H]1C	-1.2
C[C@@H]1CN([C@H](C)CO)C(=O)c2cc(NC(=O)Nc3ccc(C(F)(F)F)cc3)ccc2O[C@@H]1CN(C)S(=O)(=O)c1cn(C)cn1	1.3
C[C@@H]1CN([C@H](C)CO)C(=O)c2cc(C#Cc3ccncc3)cnc2O[C@@H]1CN(C)C(=O)CN(C)C	-0.2
CC(=O)N1[C@H](C(=O)NCc2ccccc2F)[C@@H](CO)[C@@H]2Cn3c(cccc3=O)[C@@H]21	-0.1
CC(C)NC(=O)N(C)C[C@@H]1Oc2ccc(NC(=O)Cc3ccccc3)cc2CC(=O)N([C@@H](C)CO)C[C@H]1C	-0.1
O=S(=O)(N[C@H]1CC[C@H](CCn2cc(-c3ccccc3F)nn2)O[C@@H]1CO)c1ccc(F)cc1	0.0
CCCN1[C@@H]2c3ccc(-c4cccc(OC)c4)c(=O)n3C[C@H]1[C@H](CO)[C@H]2C(=O)NCC	0.0
N#C[C@H]1[C@H](c2ccc(-c3cccnc3)cc2)[C@H](CO)N1C(=O)C1CCC1	0.4
C[C@@H]1CCCCO[C@@H](CN(C)C(=O)Nc2cccc3ccccc23)[C@H](C)CN([C@H](C)CO)C(=O)c2cc(NS(=O)(=O)c3ccccc3)ccc2O1	-0.2

Compounds above with a cyano group, in the order listed:
SMILES	TcdB GH inh
N#C[C@H]1[C@@H](c2ccc(C3=CCCCC3)cc2)[C@@H](CO)N1C(=O)Cc1ccncc1	-3.5
N#C[C@H]1[C@H](c2ccc(-c3cccnc3)cc2)[C@H](CO)N1C(=O)C1CCC1	0.4

(further entries)
SMILES	TcdB GH inh
N#Cc1ccc(-c2ccc([C@@H]3[C@H]4CN(C(=O)C5CC5)CC(=O)N4[C@H]3CO)cc2)cc1	-2.1
C[C@@H]1CN([C@@H](C)CO)C(=O)Cc2cc(NC(=O)Nc3ccc4c(c3)OCO4)ccc2O[C@@H]1CN(C)S(C)(=O)=O	-0.6
C[C@@H]1CN([C@@H](C)CO)C(=O)Cc2cc(NC(=O)Nc3ccc4c(c3)OCO4)ccc2O[C@H]1CN(C)C	1.0
O=C(C[C@@H]1CC[C@@H]2[C@H](COC[C@H](O)CN2C(=O)Nc2ccc(Cl)cc2)O1)NCCc1ccncc1	-0.1
C[C@H](CO)N1C[C@H](C)[C@H](CN(C)C(=O)CCCN(C)C)OCCCC[C@H](C)Oc2ccc(NS(=O)(=O)c3ccccc3)cc2C1=O	0.1
COc1ccc(CNC(=O)C[C@H]2C[C@H]3c4cc(NS(C)(=O)=O)ccc4O[C@H]3[C@@H](CO)O2)cc1	-0.1
Cc1noc(C)c1NC(=O)NCC[C@H]1CC[C@H](NC(=O)c2ccccc2)[C@@H](CO)O1	0.6
O=C(C[C@@H]1C=C[C@@H](NS(=O)(=O)c2ccc(F)cc2)[C@@H](CO)O1)NC1CCCCC1	-0.4
C[C@H](CO)N1C[C@H](C)[C@H](CN(C)S(=O)(=O)c2ccc(-c3ccccc3)cc2)OCc2cn(nn2)CCCC1=O	0.7
CCCC#Cc1ccc2c(c1)O[C@H](CN(C)Cc1ccc3c(c1)OCO3)[C@H](C)CN([C@H](C)CO)S2(=O)=O	-2.7
C[C@@H]1CN([C@@H](C)CO)C(=O)Cc2cc(NS(=O)(=O)c3cn(C)cn3)ccc2O[C@@H]1CN(C)Cc1ccccc1	0.5
C[C@H](NC(=O)C[C@H]1C[C@H]2c3cc(NC(=O)Cc4ccncc4)ccc3O[C@H]2[C@H](CO)O1)c1ccccc1	-0.7
C[C@H]1CN([C@@H](C)CO)S(=O)(=O)c2ccc(C#Cc3ccccn3)cc2O[C@H]1CN(C)C	-0.3
O=C(CC(F)(F)F)N1C[C@@H]2[C@H](c3ccccc31)[C@H](CO)N2C(=O)c1cccnc1	0.9
C[C@H]1CN([C@@H](C)CO)C(=O)c2cc(NS(=O)(=O)c3ccc(Cl)cc3)ccc2O[C@H]1CN(C)Cc1ccc(C(=O)Nc2ccccc2N)cc1	-11
COc1ccc(S(=O)(=O)Nc2ccc3c(c2)C(=O)N([C@H](C)CO)C[C@H](C)[C@@H](CN(C)C(=O)Nc2ccc(F)cc2)O3)cc1	-0.7
CNC[C@H]1Oc2c(NC(=O)Nc3ccc(F)cc3)cccc2C(=O)N([C@@H](C)CO)C[C@H]1C	1.1
COC(=O)C[C@H]1CC[C@H]2[C@@H](COc3ccc(NC(=O)c4cccc(OC)c4)cc3C(=O)N2C)O1	-1.2
CC(C)C[C@@H]1COCc2cn(nn2)CC[C@H](C)C(=O)N1	-0.5
CO[C@H]1CC[C@H]2CCN(C)C(=O)CC3(CCCCC3)CN(C)C(=O)c3cccc(C#N)c3OC[C@H]1O2	1.4

Molecules above with a CF3 group, in the order listed:
SMILES	TcdB GH inh
C[C@@H]1CN([C@@H](C)CO)C(=O)c2ccccc2-c2ccccc2CO[C@H]1CN(C)Cc1ccccc1C(F)(F)F	0.1
C[C@@H]1CN([C@H](C)CO)C(=O)c2cc(NC(=O)Nc3ccc(C(F)(F)F)cc3)ccc2O[C@@H]1CN(C)S(=O)(=O)c1cn(C)cn1	1.3
O=C(CC(F)(F)F)N1C[C@@H]2[C@H](c3ccccc31)[C@H](CO)N2C(=O)c1cccnc1	0.9

Look-ups from the list.
`C[C@@H]1CN([C@@H](C)CO)C(=O)Cc2cc(NS(=O)(=O)c3cn(C)cn3)ccc2O[C@@H]1CN(C)Cc1ccccc1` @ TcdB GH inh: 0.5
`C[C@H]1CN([C@@H](C)CO)S(=O)(=O)c2ccc(C#Cc3ccccn3)cc2O[C@H]1CN(C)C` @ TcdB GH inh: -0.3

Additional entries follow.
SMILES	TcdB GH inh
O=C(NCC[C@@H]1CC[C@@H](NS(=O)(=O)c2cccc(Cl)c2)[C@@H](CO)O1)c1cnccn1	1.0
COc1ccc(NC(=O)Nc2ccc3c(c2)[C@H]2C[C@H](CC(=O)NCc4ccccn4)O[C@H](CO)[C@H]2O3)cc1	0.9
O=C(C[C@H]1C=C[C@@H](NC(=O)c2ccc(F)cc2)[C@@H](CO)O1)NCc1ccncn1	-6.8
COc1ccccc1-c1ccc([C@@H]2[C@@H](C#N)N(C(=O)NC3CCCC3)[C@@H]2CO)cc1	-0.7
C[C@H](CO)N1C[C@H](C)[C@H](CN(C)C(=O)Nc2ccc3c(c2)OCO3)Oc2ccc(NC(=O)Nc3cccc4ccccc34)cc2C1=O	-0.5
C[C@@H]1CN([C@@H](C)CO)C(=O)c2cccc(NC(=O)Nc3ccc(C(F)(F)F)cc3)c2O[C@@H]1CN(C)C	0.2
CCC(=O)N1[C@H](CO)[C@@H](c2ccc(-c3cccnc3)cc2)[C@@H]1CN(CC)C(C)=O	-0.7
C/C=C/c1cnc2c(c1)C(=O)N([C@@H](C)CO)C[C@H](C)[C@H](CN(C)S(=O)(=O)c1cn(C)cn1)O2	0.7
COCC#Cc1ccc2c(c1)O[C@H](CN(C)C(=O)C1CCCCC1)[C@@H](C)CN([C@H](C)CO)S2(=O)=O	0.9
C[C@H](CO)N1C[C@H](C)[C@H](CN(C)Cc2ccc3c(c2)OCO3)Oc2ccc(NC(=O)CCCCCC(=O)Nc3ccccc3N)cc2CC1=O	0.2
C[C@@H]1CN([C@@H](C)CO)C(=O)Cc2cc(NC(=O)Nc3ccccc3)ccc2O[C@@H]1CN(C)Cc1ccc(Oc2ccccc2)cc1	-0.7
C[C@@H](NC(=O)C[C@@H]1CC[C@@H](NC(=O)c2cccnc2)[C@H](CO)O1)c1ccccc1	-0.2
COc1ccc(NC(=O)N(C)C[C@@H]2Oc3c(NS(=O)(=O)c4cn(C)cn4)cccc3C(=O)N([C@H](C)CO)C[C@@H]2C)cc1	0.4
C[C@@H]1CCCCO[C@@H](CN(C)Cc2ccccc2)[C@@H](C)CN([C@H](C)CO)C(=O)c2cc(NC(=O)Nc3ccc(F)cc3)ccc2O1	-0.9
CO[C@@H]1CN(C)C(=O)c2ccc(NS(=O)(=O)c3ccc(-c4ccccc4)cc3)cc2OC[C@@H](C)NC[C@@H]1C	-0.7
C[C@@H]1CN([C@@H](C)CO)C(=O)c2cc(C#CC3(O)CCCC3)cnc2O[C@H]1CN(C)C	1.3
COc1ccccc1-c1ccc([C@@H]2[C@H](C#N)N[C@H]2CO)cc1	0.4
C[C@H](CO)N1C[C@H](C)[C@H](CN(C)C(=O)CCCN(C)C)OCCCC[C@H](C)Oc2ccc(NS(C)(=O)=O)cc2C1=O	-0.6
NCC[C@H]1CC[C@H](NS(=O)(=O)Cc2ccccc2)[C@H](CO)O1	0.1
O=C(C[C@@H]1C=C[C@@H](NC(=O)C2CCC2)[C@H](CO)O1)Nc1nccs1	-0.4
C[C@@H]1CN([C@@H](C)CO)C(=O)c2cc(NS(=O)(=O)c3ccccc3)ccc2O[C@@H](C)CCCCO[C@@H]1CN(C)C(=O)CCCN(C)C	0.4
C[C@H](CO)N1C[C@H](C)[C@H](CN(C)Cc2ccc(C(F)(F)F)cc2)Oc2ccc(N(C)C)cc2C1=O	-6.1
N#C[C@@H]1[C@@H](c2ccccc2C2=CCCCC2)[C@@H](CO)N1S(=O)(=O)c1ccccc1	0.5
C[C@@H]1CN([C@@H](C)CO)C(=O)Cc2cc(NC(=O)Cn3cnnn3)ccc2O[C@H]1CN(C)Cc1ccccc1	-2.3
CNC[C@@H]1Oc2c(NS(=O)(=O)c3ccccc3)cccc2C(=O)N([C@@H](C)CO)C[C@H]1C	-0.8
COc1ccccc1NC(=O)N[C@@H]1C=C[C@@H](CC(=O)N[C@@H](C)c2ccccc2)O[C@H]1CO	0.0
COc1ccc(S(=O)(=O)N(C)C[C@H]2Oc3c(NC(=O)c4cnccn4)cccc3C(=O)N([C@H](C)CO)C[C@H]2C)cc1	1.4
COc1ccc(NC(=O)N(C)C[C@H]2Oc3c(NC(=O)Nc4c(C)noc4C)cccc3C(=O)N([C@H](C)CO)C[C@H]2C)cc1	-0.7
C[C@H](CO)N1C[C@H](C)[C@H](CN(C)Cc2ccc3c(c2)OCO3)Oc2ccc(NC(=O)Nc3ccc(C(F)(F)F)cc3)cc2CC1=O	-1.1
C[C@@H]1CN([C@@H](C)CO)C(=O)c2cccc(NC(=O)C3CCCCC3)c2O[C@H]1CN(C)S(=O)(=O)c1ccc(F)cc1	0.5
C[C@@H]1CN([C@H](C)CO)C(=O)Cc2cc(NC(=O)Nc3ccc(F)cc3)ccc2O[C@H]1CN(C)Cc1ccc(-c2ccccc2)cc1	-5.2
COc1ccc(S(=O)(=O)Nc2ccc3c(c2)C(=O)N([C@H](C)CO)C[C@H](C)[C@@H](CN(C)C)O3)cc1	0.7
N#C[C@H]1[C@@H](c2ccc(C#CC3CC3)cc2)[C@@H](CO)N1S(=O)(=O)c1ccccc1	-0.2
COc1ccc(S(=O)(=O)Nc2ccc3c(c2)C(=O)N([C@@H](C)CO)C[C@H](C)[C@H](CN(C)Cc2ccccc2)O3)cc1	-1.1
COc1cccc(NC(=O)N(C)C[C@H]2Oc3cc(C#CC4(O)CCCC4)ccc3S(=O)(=O)N([C@H](C)CO)C[C@@H]2C)c1	0.0
O=C(C1CC1)N1C[C@@H]2[C@H](c3ccccc31)[C@H](CO)N2Cc1ccccc1Cl	-4.0
COc1ccc(NC(=O)Nc2ccc3c(c2)CC(=O)N([C@@H](C)CO)C[C@H](C)[C@@H](CN(C)Cc2ccc(C(=O)O)cc2)O3)cc1	7.6
O=C(N[C@H]1CC[C@H](CCNS(=O)(=O)c2ccccc2)O[C@@H]1CO)c1cccnc1	-0.7
CN1C(=O)c2cc(NC(=O)NCc3ccccc3)ccc2OC[C@@H]2O[C@H](CC(=O)O)CC[C@H]21	-0.4
COCC(=O)N1C[C@@H](C)[C@H](OC)CN(C)C(=O)c2cc(NC(=O)C3CCC3)ccc2OC[C@@H]1C	-0.8
Cc1noc(C)c1NC(=O)N(C)C[C@H]1Oc2ccc(NS(=O)(=O)c3cn(C)cn3)cc2C(=O)N([C@@H](C)CO)C[C@H]1C	1.0
CO[C@@H](CN(C)S(=O)(=O)c1ccc(F)cc1)[C@H](C)CN(Cc1ccccc1Cl)[C@H](C)CO	-0.2

Compound activity: PubChem BioAssay, Broad Institute
